# Source: PubChem BioAssay (Sanford-Burnham Center for Chemical Genomics)
# UPR XBP1 act: activators of adaptive arm of unfolded protein response (XBP1). CHO-XBP1 luciferase reporter, IRE1-XBP1 UPR activation, luminescence; percent of tunicamycin response, DMSO as zero. activation, % at 20 µM. 330,000 tested, 0.33% active;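 active means versus positive control, 20 µM dose yields 30% or more activation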;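 further: 100% = tunicamycin at 10 µg/mL and 0% = DMSO only wells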
#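 Material: IRE1-XBP1 luciferase reporter CHO line / Quantity: one thousand reporter cells per well / Buffer or medium: F12 with 10% serum / Compound: 20 µM single concentration, DMSO 1% / Times: 6 h treatment, 37 °C / Detection: Steady-Glo luciferase glow luminescence, 10 min after reagent addition / Benchmarks: tunicamycin high, DMSO low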
# CXCR6 inh: CXCR6 (human) receptor inhibition. O00574. CHO-K1 PathHunter CXCR6 beta-arrestin, luminescence. inhibition, % at 20 µM. 360,000 tested, 0.36% active. AID 602244; in the data active means inhibition above about 34%, passing the limit was not always enough;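 further: antagonist mode with CXCL16 agonist at 10 nM final; 0% = 10 nM CXCL16 with DMSO and 100% = unstimulated wells without agonist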
# Target sequence (O00574 whole entry, looked up): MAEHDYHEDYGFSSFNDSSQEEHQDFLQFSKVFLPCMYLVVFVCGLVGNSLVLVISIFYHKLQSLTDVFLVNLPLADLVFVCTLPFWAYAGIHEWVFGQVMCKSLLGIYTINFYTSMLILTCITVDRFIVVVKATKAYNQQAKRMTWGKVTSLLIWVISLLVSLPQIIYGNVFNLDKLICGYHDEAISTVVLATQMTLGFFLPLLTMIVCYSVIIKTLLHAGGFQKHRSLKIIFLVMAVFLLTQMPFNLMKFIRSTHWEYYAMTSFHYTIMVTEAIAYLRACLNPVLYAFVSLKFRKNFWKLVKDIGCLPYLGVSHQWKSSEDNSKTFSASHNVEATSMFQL
# Mdm2 MdmX PPI: disrupts the human Mdm2-MdmX interaction | 330,000 tested, 3% active | O15151+Q00987 | SaOS-2 split-luciferase Mdm2/MdmX complementation, luminescence | inhibition, % at 8 µM;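 active means inhibition of at least 50% at 8 µM in the primary screen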
# APJ ag: APJ receptor agonism; P35414; CHO-K1 APJ PathHunter beta-arrestin, luminescence; 0% DMSO wells, 100% apelin; activation, % at 20 µM; 330,000 tested, 0.11% active; AID 2520;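 active means activation more than six SD over the plate average, tested at 20 µM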;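 further: 0% = DMSO alone and 100% = apelin-13 at 10 nM; some results filed as inactive read as strong as hits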
# Target sequence (P35414 whole entry, looked up): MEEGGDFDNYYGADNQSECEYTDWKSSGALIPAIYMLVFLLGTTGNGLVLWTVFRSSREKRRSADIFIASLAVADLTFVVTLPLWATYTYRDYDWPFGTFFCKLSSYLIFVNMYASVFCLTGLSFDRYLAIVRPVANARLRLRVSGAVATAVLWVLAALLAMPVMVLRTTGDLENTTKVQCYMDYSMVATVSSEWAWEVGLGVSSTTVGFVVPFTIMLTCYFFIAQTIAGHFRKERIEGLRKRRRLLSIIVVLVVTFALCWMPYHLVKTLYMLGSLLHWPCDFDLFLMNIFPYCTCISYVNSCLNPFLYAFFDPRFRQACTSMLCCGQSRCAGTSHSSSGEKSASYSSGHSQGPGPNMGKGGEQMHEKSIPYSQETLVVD
#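 Test system: CHO-K1 APJ beta-arrestin complementation cell line. Amount: cell density 1000 per well. Controls: DMSO negative, 10 nM Apelin-13 positive. Signal: luminescent beta-gal fragment complementation, chemiluminescent substrate. Read-out basis: agonist-driven arrestin binding to APJ. Timing: compound stimulation 90 min at 25 °C, detection 60 min.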
# CHOP UPR activ: activators of apoptotic arm of unfolded protein response (CHOP); CHO-CHOP luciferase reporter, UPR activation, luminescence; percent of tunicamycin response over DMSO baseline; activation, % at 10 µM; 330,000 tested, 0.34% active; AID 449763;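 active means at 10 µM dose, activation of 40% or more, normalized to positive control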;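 further: 100% = tunicamycin at 10 µg/mL and 0% = DMSO alone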
#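 Test system: CHO-CHOP cells, stable luciferase reporter of PERK-eIF2a-CHOP signalling | Quantity: 500 CHO-CHOP cells per well | Buffer or medium: F12 plus 10% serum | Compound dosing: 10 µM single point, 0.5% DMSO | Schedule: 6 h compound treatment, 37 °C | Signal: Luciferase luminescence | Control set: Tunicamycin high control, DMSO low control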
# EBI2 antag: blocks human EBI2 receptor beta-arrestin signaling | P32249 | EBI2 beta-arrestin recruitment, luminescence, 7a,25-OHC stimulated | inhibition, % at 5 µM | 360,000 tested, 0.81% active | AID 651636; in the data active means inhibition above about 38%;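 further: enzyme fragment complementation signal reports receptor beta-arrestin coupling in cells; 0% = agonist plus DMSO wells and 100% = wells without agonist; some results beyond the cut were filed as inactive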
# Target sequence (P32249 whole entry, looked up, the tested form may be a part): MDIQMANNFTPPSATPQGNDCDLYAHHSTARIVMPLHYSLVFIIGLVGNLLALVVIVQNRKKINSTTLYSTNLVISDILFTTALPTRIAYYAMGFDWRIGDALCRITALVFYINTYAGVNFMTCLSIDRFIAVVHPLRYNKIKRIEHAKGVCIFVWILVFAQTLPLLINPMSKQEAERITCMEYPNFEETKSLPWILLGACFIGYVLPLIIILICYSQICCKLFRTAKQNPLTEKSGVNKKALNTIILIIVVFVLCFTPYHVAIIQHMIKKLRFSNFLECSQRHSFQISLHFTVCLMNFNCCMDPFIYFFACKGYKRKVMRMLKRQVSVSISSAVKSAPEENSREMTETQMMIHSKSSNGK
# tim23-1 inh: tim23-1 yeast growth inhibition; S. cerevisiae tim23-1 growth, BacTiter-Glo luminescence, 24 h; inhibition, % at 20 µM; 330,000 tested, 1.3% active; AID 463212;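 active means growth inhibition of the mutant yeast at or above 50%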;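 further: temperature-sensitive mutant grown at 25 °C; plate controls were DMSO-treated mutant yeast for no effect and medium wells lacking yeast for full effect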
# CCR6 antagonist: CCR6 (human) receptor antagonism | P51684 | CHO-K1 CCR6 PathHunter beta-arrestin, luminescence, CCL20-stimulated | inhibition, % at 20 µM | 340,000 tested, 0.49% active;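 active means compounds whose inhibition of the agonist-driven luminescence signal at 20 µM reaches about 50%, limit read from the data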;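 further: cells stimulated with CCL20 at 14 nM final; plate controls were DMSO with CCL20 for no effect and DMSO without agonist for full effect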
# APJ antagonist: antagonists of human APJ apelin receptor. P35414. CHO-K1 APJ beta-arrestin complementation, luminescence. inhibition, % at 20 µM. 330,000 tested, 0.32% active. AID 2521;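 active means inhibition above about 40% at 20 µM, limit read from the data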;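 further: cells challenged with 10 nM apelin-13 agonist together with compound; plate controls were apelin-13 plus DMSO wells for no effect and DMSO wells lacking apelin-13 for full effect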
# Numbers without * were called inactive; . = no result given. The list is partial; rates above refer to the full screens.
structure	UPR XBP1 act	CXCR6 inh	Mdm2 MdmX PPI	APJ ag	CHOP UPR activ	EBI2 antag	tim23-1 inh	CCR6 antagonist	APJ antagonist
O=C(N/N=C/c1cc2c(c([N+](=O)[O-])c1)OCO2)c1ccncc1	-3.3	-10.2	17.0	0.7	0.7	-4.3	1.3	-0.8	-22.7
COc1cccc(OC)c1NC(=O)CN1CCC(NC(=O)c2cccc(F)c2)CC1	-1.6	-2.3	6.7	2.4	-2.6	-3.6	13.6	-0.2	5.9
Cn1c(Nc2ccccc2)nc2ccccc21	-4.3	0.0	6.8	-2.4	-0.6	-5.9	-9.6	-6.3	4.6
CC1CC(C)CN(CCCNC(=O)c2ccc3c(c2)ncn3C2CCCC2)C1 (configuration not stated)	-3.4	-2.8	12.8	6.1	-0.8	2.7	-4.7	5.4	9.1
COCCNCCCCOc1c(Cl)cc(C)cc1Br	1.8	-1.7	-5.0	-5.4	0.0	-4.2	7.9	-6.2	-2.6
CC(Sc1ccccc1)C(=O)N/N=C/c1ccccc1 (configuration not stated)	3.0	-1.3	13.3	-5.3	-1.2	-9.5	14.2	11.3	13.1
CCOC(=O)C1(Cc2cccc(Cl)c2)CCCN(C(=O)c2c(CC)noc2C)C1 (configuration not stated)	-0.1	-6.7	-33.1	1.1	0.3	11.2	31.2	13.9	3.5
CCOc1ccc(CN(C)C(=O)[C@H](C)NC(=O)c2ccco2)cc1OC	4.3	-3.0	-2.4	1.9	2.1	5.6	12.4	3.8	-3.0
Cc1cc(C)n(CC(=O)NC2CCCCC2)n1	-1.4	-2.7	18.1	-1.9	-0.6	-0.8	-3.9	-3.5	3.4
Cc1ccc2cccc(O)c2[n+]1[O-]	-1.5	29.5	25.0	7.8	1.1	-0.7	9.1	54.9*	-11.5
CC(C)(C)c1cc(Cl)ccc1OCCn1ccnc1	-0.2	-2.7	-4.5	-1.9	0.7	0.9	26.2	-4.5	10.1
CCC1(c2ccccc2)NC(=O)N(CC(=O)Nc2ccc(Cl)c(S(=O)(=O)N3CCCCC3)c2)C1=O (configuration not stated)	-2.7	8.1	-14.4	7.9	0.0	5.0	12.1	3.6	-49.0
CCOC(=O)c1ccc(Nc2nc(C(=O)OCC)nc3ccccc23)cc1	22.2	5.0	-3.6	-1.9	-2.8	19.3	11.1	-3.5	-5.3
Cc1ccccc1OCCOC(=O)c1ccc(S(=O)(=O)N2CCCC2)cc1	-2.8	2.6	2.7	-5.1	-0.9	8.6	31.0	23.3	-0.2
O=C(CN1CCCCC1)NC(=O)NC1CCCCC1	0.0	-1.1	-24.4	-3.2	1.4	-15.1	-4.7	-3.6	0.8
CCN(CC(=O)Nc1c(F)cccc1F)C(=O)CCSc1ccc(F)cc1	0.2	-5.3	2.6	5.4	0.1	-7.4	22.3	-2.8	12.6
CSc1nc(O)c(C(c2ccc(F)cc2)c2c(O)nc(SC)[nH]c2=O)c(=O)[nH]1	0.0	2.7	12.3	3.3	-1.5	-2.6	-8.4	-11.8	-8.7
CCOC(=O)CSc1nnc(CNC(=O)c2cccc(C)c2)n1C	0.4	1.5	26.7	0.2	0.9	-5.1	-1.3	1.3	-11.4
Cn1c(N)c(C(=O)CSc2nnc(C3CC3)n2-c2ccccc2)c(=O)[nH]c1=O	-1.4	8.0	10.2	-2.5	-0.5	-3.4	-7.5	1.8	-6.9
CCN(C(=O)CSc1nnc(C(C)N(C)C)n1-c1ccc(F)cc1)C1CCS(=O)(=O)C1 (configuration not stated)	1.6	5.4	3.5	1.6	-3.3	-4.8	-3.3	0.3	7.3
CCOc1cc(C(=O)CCC(=O)OCC(=O)NC(=O)NCC(C)C)ccc1O	0.0	-2.9	4.3	-4.3	-3.5	5.2	3.0	6.0	7.5
CCOC(=O)C1=C(CS(=O)(=O)c2ccc(F)cc2)NC(=O)NC1c1ccc(O)c(O)c1 (configuration not stated)	-2.7	2.1	8.3	-3.3	-0.5	-5.4	-5.2	6.1	-12.5
CC1CCN(C(=O)c2ncn(C)c2C(=O)N2CCC(C)CC2)CC1	-2.9	-1.6	14.6	-1.5	-0.8	-8.6	9.1	-8.1	6.1
COc1ccccc1CNC(=O)C1CCN(S(=O)(=O)c2cccc([N+](=O)[O-])c2)CC1	-1.2	-11.7	7.5	2.9	-0.8	5.1	2.2	-17.4	-23.4
CC1Sc2ccc(S(=O)(=O)CCC(=O)N3CCN(c4cccc(Cl)c4)CC3)cc2NC1=O (configuration not stated)	-5.0	-7.9	21.5	12.8	7.6	-7.0	4.8	26.9	4.9
CC(C)(C)C(=O)Nc1nnc(-c2ccncc2)o1	-2.2	2.7	-1.7	-1.3	0.8	-6.4	4.3	12.7	-7.5
Cc1cccc(C)c1NC(=O)CCn1cnc2ccccc2c1=O	2.3	5.9	-24.7	-3.5	-1.1	-3.7	-1.5	-3.8	5.8
CCCNC(=O)Cn1c(=O)oc2cc(S(=O)(=O)N3CCCC3)ccc21	0.2	-4.1	6.4	-1.5	0.0	-2.2	-2.3	1.6	3.4
O=C(NN=C1CCCC1)c1ccccc1OCc1ccc(Cl)cc1	-0.1	0.3	12.8	-2.5	-1.4	-11.6	10.4	3.9	12.7
CCOC(=O)c1cccc(NC(=O)c2ccccc2C)c1	2.5	-2.9	-1.7	-2.2	-0.6	-1.5	19.8	8.2	0.8
CCN(CC)c1nc(Nc2ccc([N+](=O)[O-])cc2)nc(N(CC)CC)n1	-6.3	5.1	39.8	-1.6	2.4	18.1	21.8	-6.4	-11.9
c1ccc(Cc2nnc3sc(-c4ccco4)nn23)cc1	-0.6	-3.5	-10.2	-3.2	-0.2	-6.5	16.4	9.7	6.6
Cc1cc(C)c(C#N)c(Nc2ccccc2C)n1	-0.5	-7.0	4.3	-2.7	0.5	-3.0	24.6	0.8	-28.7
O=C(Cc1ccccc1)NC1CCN(Cc2ccccc2)CC1	-3.5	6.8	2.9	-2.1	-2.1	-8.9	-1.6	-3.4	-5.4
Cc1nnsc1-c1onc(C)c1C(=O)O/N=C/c1ccc(Cl)cc1	2.8	7.3	20.9	-0.2	-2.2	-6.8	6.3	14.2	8.4
Cc1ccc(-c2nc(CS(=O)CC(=O)NC3CCC(C)CC3)c(C)o2)cc1 (configuration not stated)	0.2	4.3	14.9	2.3	-1.1	10.2	36.8	-0.2	-3.2
Clc1ccc(Oc2nc(N3CCOCC3)nc(N3CCOCC3)n2)c(C2CCCCC2)c1	-1.9	7.2	31.5	-3.1	-1.7	-3.5	3.3	15.3	23.5
Cc1c(/C=N\NC(=O)C2(C)CC2(Cl)Cl)cnn1C (configuration not stated)	-1.4	1.5	-3.7	-1.6	4.4	0.0	7.6	-11.3	5.2
Cc1nn(C)c(C)c1CN(C(=O)C1CCC(=O)N(C2CCCCCC2)C1)C(C)C (configuration not stated)	-2.3	1.8	-27.5	-3.8	2.4	1.1	9.9	14.1	-0.3
CCOC(=O)C1CCCN(Cc2nc(N)nc(Nc3ccc(OC)cc3)n2)C1 (configuration not stated)	-1.4	-8.7	-8.2	-1.7	-1.7	1.4	3.5	-4.0	-9.5

# Given as labelled records: 2 of the compounds above.
Cc1c(/C=N\NC(=O)C2(C)CC2(Cl)Cl)cnn1C (configuration not stated)
  UPR XBP1 act = -1.4
  CXCR6 inh = 1.5
  Mdm2 MdmX PPI = -3.7
  APJ ag = -1.6
  CHOP UPR activ = 4.4
  EBI2 antag = 0.0
  tim23-1 inh = 7.6
  CCR6 antagonist = -11.3
  APJ antagonist = 5.2
Cc1nnsc1-c1onc(C)c1C(=O)O/N=C/c1ccc(Cl)cc1
  UPR XBP1 act = 2.8
  CXCR6 inh = 7.3
  Mdm2 MdmX PPI = 20.9
  APJ ag = -0.2
  CHOP UPR activ = -2.2
  EBI2 antag = -6.8
  tim23-1 inh = 6.3
  CCR6 antagonist = 14.2
  APJ antagonist = 8.4

# (listing goes on)
structure	UPR XBP1 act	CXCR6 inh	Mdm2 MdmX PPI	APJ ag	CHOP UPR activ	EBI2 antag	tim23-1 inh	CCR6 antagonist	APJ antagonist
O=C(Nc1ccc(Br)cc1)C1CCC(=O)N1Cc1ccccc1Cl (configuration not stated)	-1.8	-5.3	5.8	-3.5	-0.7	4.5	8.7	-3.7	18.7
Clc1c(-c2ccccc2)nc2ccccn12	0.8	0.3	-38.4	-0.8	5.8	-2.8	5.9	4.4	-2.7
Cc1cc(C)c(C)c(S(=O)(=O)Nc2cccc(S(=O)(=O)Nc3ccccc3C(=O)O)c2)c1C	-2.7	4.5	7.8	-0.8	-1.9	6.0	4.4	-6.0	4.4
Nc1ncnc2c1ncn2CCOc1ccccc1	5.1	0.7	59.2*	4.1	1.2	-10.0	-9.2	-1.1	-2.1
COc1ccc(CNC(=O)Cn2nc([N+](=O)[O-])cc2C)cc1	3.7	-2.2	23.4	-1.8	2.3	0.9	2.2	6.2	6.0
COc1cc(/C=C(\C#N)C(=O)NCC2CCCO2)cc(OC)c1OC (configuration not stated)	-0.8	7.5	2.8	0.7	-1.0	5.3	36.7	-0.4	-0.9
CCCCC(=O)Nc1ccc(S(=O)(=O)N2CCCCC2c2cccnc2)cc1 (configuration not stated)	-2.8	-9.5	13.4	1.4	2.7	-6.3	34.0	4.7	-24.1
COC(=O)c1cccc(NC(=O)COc2cccc([N+](=O)[O-])c2)c1	-1.4	0.3	-3.4	-0.3	3.4	-10.5	7.8	12.9	-7.4
Cc1cccc(-n2c(SCC(N)=O)nnc2-c2ccccn2)c1C	-0.6	8.4	-12.6	-0.6	-0.7	-9.7	-4.1	-1.3	-1.7
Cc1ccc(-n2nc(C(=O)O)nc2-c2ccccc2)cc1	-4.9	-5.3	-6.3	0.6	0.8	-1.7	11.1	17.4	-4.1
O=C(CCN1C(=O)COc2ccccc21)NCc1cccnc1	0.2	3.1	14.3	-5.3	-2.5	-10.5	10.0	3.2	4.1
CCn1c(SCC(=O)Nc2ccc(N3CCOCC3)cc2)nnc1-c1ccncc1	-9.4	2.1	8.6	-2.2	-0.6	10.3	13.7	7.8	-1.5
Cc1ccc(C(=O)Nc2ccc(S(=O)(=O)NCc3ccco3)cc2)cc1	-0.5	-7.8	27.5	-2.5	2.7	-1.0	-15.8	-1.0	-0.6
Cc1nc2ccc(NC(=O)CCC3CCCC3)cc2s1	7.1	-0.9	-46.7	-0.8	6.4	14.1	26.2	20.6	18.3
Cc1cccc(NC(=O)CSc2ncnc3sc(C)cc23)c1	3.6	0.1	19.0	-3.5	0.1	3.0	25.1	13.7	-7.9
COc1cccc(CN2C(=O)C3CCCN3c3ccc(S(=O)(=O)N4CCOCC4)cc32)c1 (configuration not stated)	-0.2	.	-12.9	0.9	-0.3	.	-15.8	.	1.3
